# MCF10A rerep – inducers of DNA re-replication in MCF 10A breast cells; 350,000 tested, 2.9% active; MCF 10A DNA re-replication, Hoechst nuclear intensity, 48 h; AID 624296; Potency, µM (series often up to 46.1 µM), for inactives: at the highest dose activity, positive = re-replication, most hits filed as activators; also: potency is read from the fitted curve at half-maximal effect; % of control where 0% means no effect; nearly all actives have a fitted effect of over 50% in size
# ATXN2 expr inh – ATXN2 expression inhibition; HEK-293 ATXN2-luciferase reporter, luminescence, 24 h; Potency, µM (highest dose often 57 µM), without a hit: at the highest dose activity change, negative = inhibition, usual class: inhibitors; 360,000 tested, 0.72% active; also: potency is read from the fitted curve at half-maximal effect; % is scaled to controls: 0 for no effect and ±100 for the full control effect; nearly all actives have a fitted effect of over 55% in size
#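 ATXN2-luciferase reporter cells (luciferase flanked by upstream and downstream ATXN2 gene portions) were treated 24 h at 37 °C with compounds at up to 57 uM. SteadyGlo luminescence gave expression; GF-AFC fluorescence gave viability.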
# HT1080 IDH1KD tx – HT-1080 IDH1 knockdown cell toxicity (counter line). AID 686971. HT-1080 IDH1 knockdown viability, ATP luminescence, 48 h. 360,000 tested, 2% active. Potency, µM (top dose mostly 46.1 µM), inactives show at the highest dose activity, negative = toxicity, usual class: cytotoxic;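 also: potency is read from the fitted curve at half-maximal effect; 0% = DMSO wells and -100% = cell-free medium wells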
#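 After a 2 h attachment period, IDH1KD HT-1080 cells took pin-transferred compound for 48 h at 37 °C; ATP-based luminescence after 10 min room-temperature reagent incubation reported viability.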
# HT1080-NT tox – kills 2HG-producing HT-1080-NT fibrosarcoma cells; HT-1080-NT fibrosarcoma viability, CellTiter-Glo ATP luminescence, 48 h; Potency, µM (series often up to 46.1 µM), without a hit: at the top dose activity, negative = less viability, most hits filed as cytotoxic; 360,000 tested, 1.6% active; AID 686970;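 also: NT is the 2HG producing partner of a matched IDH1 knockdown line; potency is read from the fitted curve at half-maximal effect; 0% = DMSO-treated cells and -100% = media-only wells without cells; nearly all actives have a fitted effect of over 55% in size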
#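 750 cells/well, RPMI + 5% FBS; 2 h settle, compound pin-transfer, 48 h at 37 degrees C. CellTiter-Glo 10 min RT, luminescence. Normalized to DMSO and media-only wells.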
# IL1B secr inh – inflammasome signaling inhibition, IL-1 beta readout; 360,000 tested, 4.7% active; THP-1 LPS/ATP IL-1B secretion, AlphaLISA, 16 h; active compounds read low; AID 743279; activity change, % at 57.5 µM; in the data active = activity change below about -50%; inconclusive = mostly about -30% to -49%; also: % is scaled to controls: 0 for no effect and ±100 for the full control effect
#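 Secreted IL-1B measured by AlphaLISA bead assay after 16 h compound exposure of THP-1 cells; compounds (final up to 57.5 uM) added 1 h before LPS (250 ng/mL) and ATP (1.25 mM) stimulation; lower signal means less secretion.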
# ATXN viability – reduces viability in counter-screen for ATXN expression inhibitors; S2 cells (HEK-293 line with an ATXN2-luciferase reporter) viability, CellTiter-Fluor protease fluorescence, 24 h; Potency, µM (series often up to 56.7 µM), most hits filed as cytotoxic; 400,000 tested, 0.49% active; AID 651635; also: potency is read from the fitted curve at half-maximal effect; nearly all actives have a fitted effect of over 40% in size
# HepG2 viability – HepG2 cytotoxicity, counter-screen for TGF-b inhibitors. HepG2 CAGA-GFP viability, ATP luminescence, 18 h. Potency, µM (series often up to 46.1 µM), without a hit: at the top dose activity change, negative = cytotoxicity, actives largely listed as cytotoxic. 410,000 tested, 0.76% active. AID 588856; also: potency is read from the fitted curve at half-maximal effect; some results filed as inactive show a strong effect at the top dose
#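 CellTiter-Glo luminescence gave cytotoxicity after 18 hours at 37 degrees C. The cells were HepG2 CAGA-GFP in 1% FBS DMEM, stimulated with 500 pg/mL TGF-beta after compound addition. %Activity was normalised to no-cell wells (complete cell-killing) and DMSO (no toxicity), and curves were fitted and classified.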
# KB-3-1 cytotox – kills parental KB-3-1 adenocarcinoma cells | KB-3-1 viability, CellTiter-Glo ATP luminescence, 72 h | Potency, µM (series often up to 46.1 µM), for the others: top-dose activity change, negative = cytotoxic, hits mostly cytotoxic | 400,000 tested, 1.4% active | AID 1347075; also: potency is read from the fitted curve at half-maximal effect; % is scaled to controls: 0 for no effect and ±100 for the full control effect; nearly all actives have a fitted effect of over 60% in size
#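 Viability of parental KB-3-1 cells, measured by CellTiter-Glo luminescence, followed a 72 h incubation at 37 °C with pinned compounds in phenol-red-free DMEM containing 10% FBS.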
# SW480 rerep – induces DNA re-replication in SW480 colon adenocarcinoma cells; SW480 DNA re-replication, Hoechst DNA content imaging, 48 h; Potency, µM (top dose mostly 46.1 µM), for the others: at the top dose re-replication activation, actives largely listed as activators; 340,000 tested, 1.8% active; also: potency is read from the fitted curve at half-maximal effect; % of control where 0% means no effect; nearly all actives have a fitted effect of over 55% in size
#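 Per well, 250 cells were exposed to pinned compound for 48 hr. Nuclear DNA was visualised with Hoechst (40 min, 37 C) and total object intensity recorded by fluorescence scanning.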
# Active calls of the source: *; i = inactive; ? = inconclusive; · = no result given; [ ] = another dose, or the depositor's remark. Unless noted, calls follow the shape of the dose curve; as a rule, active = well fitted curve in the direction sought with a large enough effect; inconclusive = small, poorly fitted or top-dose-only effect, or another doubt; inactive = no such curve, though single readings can be large; an effect the other way counts as inactive or inconclusive.
# Below each SMILES: MCF10A rerep	ATXN2 expr inh	HT1080 IDH1KD tx	HT1080-NT tox	IL1B secr inh	ATXN viability	HepG2 viability	KB-3-1 cytotox	SW480 rerep
> C[C@@H]1CNC(=O)c2c(C(=O)NCc3ccc(CNC(=O)OC(C)(C)C)cc3)ncn21
  ·	6%	1%	1%	1	i	3%	-3%	·
> CN(CC(=O)Nc1ccccc1Cl)C(=O)COC(=O)C1=COCCO1
  -1%	-5%	-2%	-4%	8	i	-3%	12%	0%
> CC(=O)N1CCN(Cc2nc3cc([N+](=O)[O-])ccc3n2C)CC1
  0%	·	3%	1%	7	i	0%	0%	2.9µM*
> O=C(CN1CCN(CC(=O)Nc2cccc(F)c2)CC1)NCC1(N2CCOCC2)CCCCC1
  2%	4%	-2%	-1%	?	i	-4%	27%	-15%
> COC(=O)/C=C/C(=O)Nc1cccnc1
  ?	19%	-2%	-2%	-5	i	-56%	-25%	21%
> COCC(C)N1CCC(Oc2ccc(C(=O)NCc3ccccn3)cc2)CC1 (stereo unspecified)
  24%	5%	0%	0%	6	i	-73%	·	1%
> O=C(Cn1c(=O)n(-c2ccc(Cl)cc2)c(=O)c2c3c(sc21)CCC3)c1ccccc1
  ·	2%	·	·	·	i	-3%	-3%	·
> NC(=O)c1ccc[n+](CCC[n+]2cccc(C(N)=O)c2)c1
  2%	·	6%	6%	13	i	23%	0%	-74%[inhibitor]
> O=C(NCc1ccc(Cl)cc1)N1CCc2ccccc2C1
  25%	18%	-1%	-20%	-11	i	-2%	6%	13%
> Cc1ccc(/C=N/NC(=O)CN2CCN(Cc3ccccc3)CC2)s1
  0%	5%	4%	4%	-3	i	-2%	4%	-5%
> CC(C(=O)NCc1ccccc1Cl)n1ccc2cc(S(=O)(=O)N3CCCCC3)ccc21 (stereo unspecified)
  ·	-3%	·	·	·	?	-23%	-27%	·
> CCC(Sc1ncc(S(=O)(=O)c2ccc(C)cc2)c(=O)[nH]1)C(=O)Nc1cc(C)ccc1C (stereo unspecified)
  ·	11%	·	·	·	i	-20%	6%	·
> O=C(CSc1nc2ccccc2o1)N1N=C(c2cccs2)CC1c1ccc(F)cc1 (stereo unspecified)
  12%	-14%	-1%	0%	15	i	9%	-8%	-2%
> CC1=C(C#N)C(c2ccc(O)cc2)C(C#N)=C(C)N1
  2%	12%	6%	2%	-4	i	3%	11%	-16%
> COc1ccccc1NC(=O)c1ccc(C(=O)Nc2ccccc2OC)nc1
  2%	7%	8%	8%	24	i	-2%	-1%	-3%
> CCOC(=O)c1cccc(NC(=O)CCc2nnc3ccc(N4CCOCC4)nn23)c1
  7%	5%	10%	4%	17	i	-3%	20%	-13%
> COCCOC(=O)c1c(C)oc2ccc(OC(=O)COc3c(F)c(F)c(F)c(F)c3F)cc12
  2%	22%	2%	20%	-4	i	-5%	13%	-4%
> O=c1[nH]c2ccc(NCc3ccc(-c4cccc(Cl)c4)o3)cc2[nH]1
  ·	-32%	·	·	·	?	-28%	5%	·
> COc1ccc(C2=CC(=O)C[C@H](c3ccc(OC)c(OC)c3)C2)cc1
  10%	-6%	-1%	0%	-29	i	-12%	-1%	14%
> COc1ccc(CN(C(=S)Nc2ccccc2)C2CC(=O)N(c3ccccc3)C2=O)cc1 (stereo unspecified)
  ?	5%	-18%	-6%	23	?	2%	-22%	-1%
> COc1ccc(NC(=O)c2c(NC(=O)CCC(=O)O)sc3c2CCCCC3)cc1
  -2%	-6%	5%	-15%	40	·	-2%	4%	-8%
> Cc1ccc(S(=O)(=O)N(CCc2ccccc2)CC(=O)Nc2ccc(Br)cc2)cc1
  ·	-33%	·	·	·	i	-21%	?	·
> N#Cc1c(-c2ccc(F)cc2)c(-c2ccc(F)cc2)nn(CCO)c1=O
  5.8µM*	-11%	8.2µM*	6.5µM*	5	i	1%	3.7µM*	3.3µM*
> Cc1cc(=O)oc2c(C(=O)/C=C\c3cccs3)c(O)ccc12
  ?	-2%	21µM*	?	-99*	i	3%	?	7%
> Cc1ccc(C)c(NC(=O)COC(=O)CNC(=O)C2CCCCC2)c1
  -3%	13%	1%	9%	21	i	0%	5%	-1%
> Cc1cccc(C)c1NC(=O)CSc1nc(-c2cccs2)cc(C(F)(F)F)n1
  ·	8%	·	·	·	?	22%	-16%	·
> COc1ccc(NC(=O)c2cnn(-c3ccccc3)c2C)cc1OC
  0%	13%	-4%	-5%	-11	i	-15%	-5%	-2%
> COc1ccc(C(=O)Nc2ccc(Cl)cc2C(=O)NCc2ccco2)cc1OC
  ?	-4%	10%	4%	-58*	i	-18%	-26%	-2%
> CN(NC(=O)COc1ccccc1)c1ccccc1
  3%	9%	7%	6%	-11	i	-1%	-4%	-2%
> CCOc1cc(-c2sc(Nc3cc(C)ccc3OC)n[n+]2-c2ccccc2)ccc1OC
  ?	-22%	-9%	-6%	3	?	-6%	?	-8%[9.22 µM]

# Already shown: an excerpt of the list.
# Below each SMILES: MCF10A rerep	ATXN2 expr inh	HT1080 IDH1KD tx	HT1080-NT tox	IL1B secr inh	ATXN viability	HepG2 viability	KB-3-1 cytotox	SW480 rerep
> COc1ccc(NC(=O)c2c(NC(=O)CCC(=O)O)sc3c2CCCCC3)cc1
  -2%	-6%	5%	-15%	40	·	-2%	4%	-8%
> Cc1ccc(S(=O)(=O)N(CCc2ccccc2)CC(=O)Nc2ccc(Br)cc2)cc1
  ·	-33%	·	·	·	i	-21%	?	·
> N#Cc1c(-c2ccc(F)cc2)c(-c2ccc(F)cc2)nn(CCO)c1=O
  5.8µM*	-11%	8.2µM*	6.5µM*	5	i	1%	3.7µM*	3.3µM*
> Cc1cc(=O)oc2c(C(=O)/C=C\c3cccs3)c(O)ccc12
  ?	-2%	21µM*	?	-99*	i	3%	?	7%
> Cc1ccc(C)c(NC(=O)COC(=O)CNC(=O)C2CCCCC2)c1
  -3%	13%	1%	9%	21	i	0%	5%	-1%
> Cc1cccc(C)c1NC(=O)CSc1nc(-c2cccs2)cc(C(F)(F)F)n1
  ·	8%	·	·	·	?	22%	-16%	·
> COc1ccc(NC(=O)c2cnn(-c3ccccc3)c2C)cc1OC
  0%	13%	-4%	-5%	-11	i	-15%	-5%	-2%
> COc1ccc(C(=O)Nc2ccc(Cl)cc2C(=O)NCc2ccco2)cc1OC
  ?	-4%	10%	4%	-58*	i	-18%	-26%	-2%
> CN(NC(=O)COc1ccccc1)c1ccccc1
  3%	9%	7%	6%	-11	i	-1%	-4%	-2%
> CCOc1cc(-c2sc(Nc3cc(C)ccc3OC)n[n+]2-c2ccccc2)ccc1OC
  ?	-22%	-9%	-6%	3	?	-6%	?	-8%[9.22 µM]

# Continuation:
SMILES	MCF10A rerep	ATXN2 expr inh	HT1080 IDH1KD tx	HT1080-NT tox	IL1B secr inh	ATXN viability	HepG2 viability	KB-3-1 cytotox	SW480 rerep
CCc1cc(C(=O)NCCN(C)C)cs1	-7%	9%	-2%	0%	14	i	1%	12%	-9%
C[C@@H]1CN([C@@H](C)CO)C(=O)c2cccc(NC(=O)c3nc4ccccc4s3)c2O[C@@H]1CN(C)CC1CC1	-6%	?	-20%	-9%	0	?	-49%	0%	0%
N#CC1CN(Cc2ccccc2)CN(Cc2ccccc2)C1	15µM*	3%	2%	-2%	-19	i	-11%	-4%	?
CCCn1nc(NS(=O)(=O)c2cccc3nonc23)c2cc3cc(C)ccc3nc21	1%	6%	-1%	-9%	-87*	i	-5%	-14%	-5%
CCCn1c(C(C)Nc2nc(-c3ccc(OC)cc3)cs2)nc2ccccc21 (stereo unspecified)	?	-14%	-12%	-10%	54	?	-25%	0%	0%
COc1ccc(Br)c(C(=O)OCC(=O)NC2CCCCCCC2)c1	·	·	0%	0%	11	i	-50%	-9%	·
COCCNCCCCOc1ccc(Br)cc1C	?	-25%	-26%	?	-29	i	-28%	-13%	?
CCCCCCCCC(=O)NNC(=O)c1c(O)c2ccccc2n(CCC)c1=O	-1%	?	12%	14%	-16	i	5%	?	-9%
CN(C)c1nc(OCCOC(=O)c2ccccc2)nc(N(C)C)n1	5%	1%	5%	2%	-15	?	2%	14%	-4%
COc1ccccc1CCCNC(=O)C1CCC(=O)N(CCN2CCOCC2)C1 (stereo unspecified)	0%	3%	3%	1%	19	i	6%	21%	13%
COc1ccc(C)cc1S(=O)(=O)N1CCC(C(=O)NCCc2ccccc2)CC1	14%	4%	1%	-1%	0	i	-20%	-5%	9%
N=C1C(c2ccccc2)=C(O)CN1c1cccc(S(=O)(=O)N2CCOCC2)c1	4%	16%	9%	7%	11	i	4%	-9%	-6%
Cn1nnnc1SCc1ccccc1F	4%	-4%	8%	15%	-29	i	-6%	-3%	-1%
CCOC(=O)CSc1nc2c(c(=O)[nH]c(=O)n2C)n1Cc1ccccc1	-1%	0%	-8%	-6%	6	i	-9%	-2%	?
CN(Cc1ccccc1)C(=O)c1ncn2c1c(=O)[nH]c1cccnc12	·	2%	9%	5%	7	i	3%	-3%	·
